High-throughput results (PubChem)
POLI inh: DNA polymerase iota (human) inhibition | Pol iota fluorescent replication assay, 10 min | Q9UNA4 | 1% of 390,000 active | Potency, µM (series often up to 115 µM), inactives show at the top dose activity, negative = inhibition, usual class: inhibitors | AID 588590; further: potency means the concentration at half of the fitted maximal effect
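Fluorescent replication assay read twice, at 0 min and 10 min after adding 50 nM (final) substrate. Enzyme (10 nM) and compounds were first incubated 15 min at room temperature; enzyme-free buffer wells were negative controls.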
Apoferritin bind: binds horse apoferritin like a general anesthetic; P02791; apoferritin/1-aminoanthracene competitive binding, fluorescence; Potency, µM (highest dose often 77.5 µM), inactives show top-dose activity change, negative = displacement, actives largely listed as inhibitors; 0.074% of 350,000 active; further: potency means the concentration at half of the fitted maximal effect; on the % scale 0 is the no-effect control and ±100 the full control effect; nearly all actives have a fitted effect of over 20% in size
Target sequence (P02791 2-175 limits assumed): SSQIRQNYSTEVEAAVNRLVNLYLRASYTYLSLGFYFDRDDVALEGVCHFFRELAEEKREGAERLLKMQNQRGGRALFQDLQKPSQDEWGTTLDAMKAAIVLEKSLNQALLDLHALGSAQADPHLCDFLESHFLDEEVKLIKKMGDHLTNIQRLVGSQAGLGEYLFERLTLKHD
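Read-out: endpoint 1-AMA fluorescence, excitation 380 nm and emission 535 nm, after compounds sit 10 min at room temperature with 10 uM horse-spleen apoferritin in 50% saturated 1-AMA/PBS. Values come from four-parameter Hill fits.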
12-LOX inh: blocks human arachidonate 12S-lipoxygenase; P18054; purified 12hLO, xylenol orange hydroperoxide absorbance; Potency, µM (highest dose often 108 µM), for inactives: at the top dose activity change, negative = inhibition, actives largely listed as inhibitors; 1.1% of 580,000 active; further: potency means the concentration at half of the fitted maximal effect; on the % scale 0 is the no-effect control and ±100 the full control effect
Target sequence (P18054 whole entry, looked up): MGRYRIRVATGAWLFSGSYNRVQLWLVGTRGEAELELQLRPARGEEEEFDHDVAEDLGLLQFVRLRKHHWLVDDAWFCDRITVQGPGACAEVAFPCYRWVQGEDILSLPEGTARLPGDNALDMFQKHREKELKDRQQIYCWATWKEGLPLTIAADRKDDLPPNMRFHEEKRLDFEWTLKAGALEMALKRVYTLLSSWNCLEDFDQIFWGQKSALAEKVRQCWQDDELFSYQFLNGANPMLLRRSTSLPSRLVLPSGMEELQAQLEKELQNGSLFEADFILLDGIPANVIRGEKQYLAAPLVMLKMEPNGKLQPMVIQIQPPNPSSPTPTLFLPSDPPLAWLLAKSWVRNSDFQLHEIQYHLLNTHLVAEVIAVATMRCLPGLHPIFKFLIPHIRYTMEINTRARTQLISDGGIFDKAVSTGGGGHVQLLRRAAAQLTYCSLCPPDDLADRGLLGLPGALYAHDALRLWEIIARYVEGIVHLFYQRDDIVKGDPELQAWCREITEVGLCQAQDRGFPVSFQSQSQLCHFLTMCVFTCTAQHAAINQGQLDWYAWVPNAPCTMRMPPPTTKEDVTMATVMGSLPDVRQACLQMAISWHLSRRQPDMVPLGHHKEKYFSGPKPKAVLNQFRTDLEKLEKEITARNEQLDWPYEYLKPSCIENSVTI
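Purified human 12hLO at 150 nM in 25 mM Hepes, 0.01% Triton X-100, pH 7.0, preincubated 15 min at room temperature with compound. Reaction started with 40 uM arachidonic acid, 30 min at room temperature. Hydroperoxide measured by Fe-xylenol orange, 573/405 nm absorbance ratio.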
BLM helicase inh: inhibitors of human Bloom syndrome helicase BLM; 0.2% of 350,000 active; recombinant BLM DNA unwinding, fluorescence dequenching; Potency, µM (titrated, usually from 56.1 µM), for inactives: at the top dose activity change, negative = inhibition, actives largely listed as inhibitors; P54132;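 further: potency means the concentration at half of the fitted maximal effect; plate controls were vehicle for no effect and no enzyme for full effect; nearly all actives have a fitted effect of over 35% in size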
Pol beta inh: inhibitors of human DNA polymerase beta; P06746; Potency, µM (doses to about 114 µM), for the others: at the top dose activity change, negative = inhibition, usual class: inhibitors; Pol beta primer extension/strand displacement, fluorescence kinetic; 1.3% of 340,000 active; further: potency means the concentration at half of the fitted maximal effect; on the % scale 0 is the no-effect control and ±100 the full control effect
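Kinetic readout of DNA synthesis with strand displacement by Pol beta. Compound and 10 nM enzyme sit 15 min at room temperature; 50 nM substrate starts the reaction, read immediately and at 10 min.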
ERG Ets-DNA blk: inhibitors of human ERG Ets domain-DNA interaction | fluorescence polarization, His-ERG Ets domain / labelled DNA | 0.028% of 370,000 active | Potency, µM (doses to about 76.9 µM), for inactives: at the top dose FP activity, negative = inhibition, usual class: inhibitors; active means well fitted inhibition curve with a large enough effect in the polarisation, with a control signal flat; inconclusive means small, poorly fitted or top-dose-only effect, or effect the other way, or a change in a side signal; inactive means no such curve, though single readings can be large or run the other way; the % refers to the polarisation;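 further: polarization taken with two DNA probes labelled with fluorescein and Texas red; potency means the concentration at half of the fitted maximal effect; % of control where 0% means no effect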
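His-tagged ERG Ets domain (1 uM in the protein solution; 300mM KCl, 50mM Tris-HCl, 1mM EDTA, 1mM DTT, pH 7.5) received compound, then a probe mix of 5 nM fluorescein-DNA and 100nM Texas-615-DNA. Fluorescence polarization was read for both dyes.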
APE1 inh: blocks human APE1 abasic DNA cleavage | P27695 | recombinant APE1, TAMRA/BHQ-2 abasic DNA cleavage fluorescence | Potency, µM (highest dose often 65.8 µM), without a hit: top-dose activity change, negative = inhibition, most hits filed as inhibitors | 0.35% of 350,000 active | AID 2517;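 further: potency means the concentration at half of the fitted maximal effect; plate controls were vehicle for no effect and reference inhibitor for full effect; nearly all actives have a fitted effect of over 55% in size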
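APE1 at 0.75 nM preincubated 15 min at room temperature with compound. Reaction then started with 50 nM double-stranded THF-abasic substrate labelled with TAMRA/BHQ-2, and 525/598 nm fluorescence read kinetically. Activity taken as third-minus-first read difference, normalized to DMSO and NSC13755 controls.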
Pol kappa inh: blocks human DNA polymerase kappa activity; purified Pol kappa, fluorescent DNA synthesis assay, 10 min; Potency, µM (doses to about 107 µM), for the others: top-dose activity, negative = inhibition, usual class: inhibitors; Q9UBT6; 0.53% of 400,000 active; AID 588579; further: potency means the concentration at half of the fitted maximal effect; on the % scale 0 is the no-effect control and ±100 the full control effect
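Fluorescent qHTS in 1536-well format: enzyme (10 nM) and compound sat 15 min at room temperature before 50 nM substrate (final) was added. Signal taken at 0 and 10 min; no-enzyme buffer wells were negative controls.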
TRHR agonist: TRH receptor (human) agonism; activation, % at 2 µM; P34981; 0.18% of 360,000 active; TRHR cells, calcium flux fluo-8, FDSS agonist mode; AID 493084; in the data active means activation above about 30%; further: 0% is about no effect
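Agonist-mode FDSS calcium read (Ex 480/Em 530, 1 s cycles) in 1536-well TRHR cells with fluo-8 dye, after 10-cycle baseline and 23 nL compound addition; TRH at EC20 (10 nM final) added afterwards for the enhancer phase.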
Active calls of the source: *; ? = inconclusive; . = not tested or not shown; & = joins results of further samples; [ ] = remark or other dose. Unless noted, the call rests on the fitted dose curve; in most records, active means well fitted curve in the direction sought with a large enough effect; inconclusive means small, poorly fitted or top-dose-only effect, or another doubt; inactive means no such curve, though single readings can be large; an effect the other way counts as inactive or inconclusive.

SMILES	POLI inh	Apoferritin bind	12-LOX inh	BLM helicase inh	Pol beta inh	ERG Ets-DNA blk	APE1 inh	Pol kappa inh	TRHR agonist
COCCn1c(C)cc(O)c(C(c2ccccc2)N2CCC(C)CC2)c1=O (stereo not given)	-17%	7%	?	-5%	-29%	3%	.	-8%[60.1 µM]	0.0
O=C(NCc1ccco1)Nc1cccc2ccccc12	72%[activator]	.	?	.	.	2%	.	-2%	.
Cc1nn(-c2ccccc2)c(C)c1C(=O)OCC(=O)Nc1cccc(S(N)(=O)=O)c1	7%	.	0%	.	.	-14%	32%	8%	-0.3
Cc1ccc(CNC(=O)CN2C(=O)CC(c3ccc(C)c(C)c3)=Nc3ccccc32)cc1	-17%	-12%	-18%	-4%	-1%	3%	.	-15%	0.2
COc1ccc2c(Cl)c(C(=O)NCc3ccco3)sc2c1	2%	-15%	-29%	-1%	?	3%	-7%	-11%	0.4
CCCCc1c(O)n2c(nc3ccccc32)[nH]c1=O	-8%	-12%	0%	-1%	0%	10%	-3%	4%	0.0
Cc1ccc(C(=O)Nc2nc(-c3cccnc3)cs2)o1	?	-13%	-17%	-4%	-47%	0%	-5%	-21%	-0.4
O=C(N/N=C\c1ccc2c(c1)OCO2)c1cncc(Br)c1	14%	-8%	-13%	-1%	7%	-5%	-8%	4%	-1.1
COc1ccc(-n2c(SCC(=O)Nc3ccc(NC(C)=O)cc3)nc3c([nH]c4ccccc43)c2=O)cc1OC	11%	-1%	70%[activator]	-6%	?	-2%	-15%	-15%	0.7
O=S(=O)(NCCN1CCCC1)c1ccc(Br)cc1	2%	2%	15%	-2%	1%	-7%	33%	4%	-0.2
CCCc1cc(=O)[nH]c(SCC(=O)c2ccc3c(c2)OCCO3)n1	8%	-19%	-15%	3%	7%	14%	4%	-2%	0.1
O=C(Oc1ccccc1F)C1CCN(C(=O)c2ccc(F)cc2)CC1	19%	.	10%	.	.	2%	57%[activator]	3%	-0.4

Three entries already listed, sorted by molar mass, ascending.
SMILES	POLI inh	Apoferritin bind	12-LOX inh	BLM helicase inh	Pol beta inh	ERG Ets-DNA blk	APE1 inh	Pol kappa inh	TRHR agonist
COc1ccc2c(Cl)c(C(=O)NCc3ccco3)sc2c1	2%	-15%	-29%	-1%	?	3%	-7%	-11%	0.4
O=C(Oc1ccccc1F)C1CCN(C(=O)c2ccc(F)cc2)CC1	19%	.	10%	.	.	2%	57%[activator]	3%	-0.4
Cc1ccc(CNC(=O)CN2C(=O)CC(c3ccc(C)c(C)c3)=Nc3ccccc32)cc1	-17%	-12%	-18%	-4%	-1%	3%	.	-15%	0.2

The results go on.
SMILES	POLI inh	Apoferritin bind	12-LOX inh	BLM helicase inh	Pol beta inh	ERG Ets-DNA blk	APE1 inh	Pol kappa inh	TRHR agonist
Cc1ccc(C(=O)c2cn(-c3ccc(F)c(Cl)c3)nn2)cc1	16%	-6%	-13%	1%	2%	1%	1%	-21%	1.1
N#Cc1c(N)nc2c(c1N)CC(C(F)(F)F)O2 (stereo not given)	76%[activator]	-5%	15%	-3%	40%	0%	-2%	-16%	-0.3
Nc1nc(N2CCN(C(c3ccccc3)c3ccccc3)CC2)n[nH]1	-23%	-7%	-5%	0%	2%	-4%	5%	-4%	-1.1
CC1COc2ccccc2N1S(=O)(=O)c1cc(Cl)ccc1Cl (stereo not given)	25%	-17%	0%	-12%	1%	1%	2%	0%	-1.2
CCC(CO)Nc1ccc(-c2n[nH]c(=O)c3ccccc23)cc1[N+](=O)[O-] (stereo not given)	14%	-13%	?	-6%	?	4%	-27%	15%	-1.2
CCCn1c(O)c(CN2CCCCC2)c(C)c(C#N)c1=O	?	-9%	?	-14%	34%	6%	-2%	-24%	5.6
Cc1onc(-c2ccccc2)c1C(=O)N1CCCN(C(=O)c2c(-c3ccccc3)noc2C)CC1	23%	-4%	7%	-3%	1%	-13%	6%	-5%	-0.2
CCn1cc(S(=O)(=O)CC(=O)Nc2cc(C)ccc2C)c2ccccc21	20%	-7%	44%[activator]	-2%	-2%	7%	18%	-19%	-0.4
COc1ccc(Nc2c(-c3ccccn3)nc3ccc(Cl)cn23)cc1	-1%	1%	-10%	6%	7%	2%	.	4%	-0.4
COc1ccc(CNc2ccnc(-c3cccnc3)n2)c(OC)c1	.	.	45µM*	6%	.	.	9%	0%[60.1 µM]	.
Cc1ccc(NCc2ccccc2F)cc1	-8%	?	?	-2%	10%	-4%	-7%	-3%	0.1
CNc1oc(-c2ccc(COc3ccc(C)cc3)o2)nc1C#N	32%[activator]	-11%	-29%	-3%	-1%	3%	.	-1%	-0.1
COCc1nnc(NS(=O)(=O)c2ccc(Br)cc2)s1	-10%	2%	?	1%	-1%	-1%	-1%	0%	-0.2
Cc1cccc(OCc2nc(C#N)c(NCc3ccccc3Cl)o2)c1	-25%	46%[activator]	-22%	-13%	-14%	1%	.	-12%	-1.1
FC(F)(F)c1cc(Oc2ccccc2Cl)nc(-c2ccccn2)n1	-4%	?	-10%	4.5µM*	2%	-3%	3%	-18%	.
CC(C)CCn1c(=O)c2cccnc2n(CC(=O)Nc2ccccc2)c1=O	15%	-13%	-10%	-14%	-2%	8%	.	0%	0.0
CSc1ccc(S(=O)(=O)NCc2ccccc2)cc1	5%	?	-18%	-4%	-4%	1%	2%	0%	-0.5
OC(COc1ccc(F)cc1Cl)CN1CCC(Cc2ccccc2)CC1 (stereo not given)	8%	-11%	?	3%	-3%	7%	10%	12%	-0.4
CCC1CCc2sc(C(=O)NNC(=O)c3ccncc3)cc2C1 (stereo not given)	22%	.	?	.	.	-1%	6%	-14%	-0.6
CC(C)(C)n1nc2c(c1NC(=O)COc1ccccc1F)CS(=O)(=O)C2	129%[activator]	-3%	12%	-5%	11%	3%	-5%	-9%	-0.2
O=C(COC(=O)/C=C/c1ccc(C(F)(F)F)cc1)Nc1ccc2[nH]c(=O)[nH]c2c1	0%	.	-15%	.	.	6%	34%	5%	2.3
Cc1ccc(N2C(N)=C(C#N)C(c3cccnc3)C3=C2CCCC3=O)cc1 (stereo not given)	16%	-11%	?	4%	17%	2%	0%	-19%	-0.8
CCOc1ccccc1NS(=O)(=O)c1ccc(N2CCCCS2(=O)=O)cc1	-9%	-3%	-14%	0%	-2%	-4%	.	-5%[60.1 µM]	-1.2
Cc1cccc(-n2ccnc2SCC(=O)Nc2nc3ccccc3s2)c1	?	-4%	-22%	-4%	?	0%	.	-3%[60.1 µM]	0.0
CCc1cc(-c2[nH]ncc2-c2nc3ccccc3n2C)c(O)cc1O	-12%	-11%	0%	-8%	-11%	-11%	-1%	-4%	-0.9
O=C1NCN(CCO)CN1	7%	-7%	9%	2%	18%	-11%	-1%	-2%	-0.4
Cc1cc(C)nc(NCC(O)CNc2ccccc2Cl)n1 (stereo not given)	?	-16%	40µM*	0%	-26%	3%	-1%	-12%	-0.4
CCCSc1ccc([C@@H]2[C@H]3C(=O)N(CC)C(=O)[C@H]3[C@]3(C(=O)OC)CCCCN23)cc1OC	?	.	?	.	.	9%	-19%	-9%	0.6
CCOc1ccc(C(=O)Nc2cc(-c3nc4ccccc4[nH]3)ccc2C)cc1[N+](=O)[O-]	-8%	?	?	-11%	11%	-11%	5%	-11%	-0.4
COc1ccc(C(C(=O)NCC2CCCO2)N(C(=O)Cn2nnc3ccccc32)c2ccc(NC(C)=O)cc2)cc1 (stereo not given)	16%	-10%	2%	-3%	71%	2%	-3%	-2%	0.2
NS(=O)(=O)c1ccc(CCNC(=O)CSc2nc3ccccc3c(=O)n2CCN2CCOCC2)cc1	16%	1%	3%	-4%	39%	-20%	26%	0%	-1.4
Cc1nn(CC(C)C)c(Cl)c1C(=O)N(C)CC(=O)Nc1c(Cl)cccc1Cl	18%	-3%	-10%	0%	11%	4%	20%	-11%	-0.2
Cc1cccc(-n2ccc(=O)c(C(=O)Nc3ccc(S(=O)(=O)Nc4nccs4)cc3)n2)c1	-19%	-20%	-2%	-13%	89µM*	5%	26%	-16%	-0.1
COCCN(CC(=O)Nc1cccc(C)c1C)C(=O)C1(c2ccc(Cl)cc2)CCC1	15%	.	11%	.	.	4%	15%	4%	.
CC(=O)NC(Cc1ccccc1F)C(=O)NC1CCN(c2ncccc2[N+](=O)[O-])CC1 (stereo not given)	5%	-11%	-1%	-4%	-21%	-21%	-2%	-7%	1.8
COc1ccc(C(=O)C[N+]2(C)CCOCC2)cc1	?	-3%	?	-7%	-4%	.	10%	-5%&18%	0.2
CC(C)C(=O)NC(=S)NCC(=O)c1ccccc1	6%	-23%	?	-1%	0%	5%	-6%	-6%	0.2
COC(=O)C1C(=O)CC(C)(O)C(C(=O)OC)C1c1ccc2c(c1)OCO2 (stereo not given)	-8%	5%	17%	-2%	1%	.	14%	-2%	0.1
C=CCn1c(COc2cccc(C)c2)nnc1SCC(=O)c1c[nH]c2c(CC)cccc12	5%	-7%	-11%	6%	20%	5%	2%	-1%	0.2
CCCNC(=O)CNC(=O)c1ccc(C#N)cc1	-4%	.	0%	.	.	-1%	11%	-3%	.
COc1ccc(CCNC(=O)c2cccn2C)cc1	-15%	-8%	263%[activator]	-11%	19%	5%	24%	7%	1.0
Cc1ccccc1Nc1c(-c2ccc(Cl)cc2)nc2c(C)cccn12	-1%	-4%	-20%	-2%	-1%	5%	.	5%	-0.6
Cc1ccc(OCC(=O)NC(=S)Nc2cccc(C)n2)cc1	54%[activator]	-10%	6%	-4%	48%	-11%	-2%	-4%	-2.0
Cc1ccccc1OCC(=O)N(Cc1ccc(N(C)C)cc1)CC1CCCO1 (stereo not given)	20%	5%	-12%	-4%	1%	-1%	.	-20%	-2.1
Cc1cc(C(F)(F)F)nc(SCC(=O)Nc2ccccc2)n1	-2%	1%	-1%	0%	2%	7%	18%	-8%	-1.4

Only part of the results is shown; rates above refer to the full screens.
